Source: PubChem BioAssay (several laboratories)
CHOP inhibitor: inhibitors of CHOP induction in ER stress response; CHO-K1 CHOP-promoter luciferase, tunicamycin-induced, 15-18 h; inhibition, % at 10 µM; 220,000 compounds, 3.8% hits; AID 2732;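 active = compounds that reduced the stress-induced luciferase reporter signal by more than about 70% of percent inhibition, limit read from the data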;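 also: 0% = tunicamycin plus vehicle and 100% = wells without tunicamycin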
Wee1 degr inh: blocks degradation of human Wee1 kinase; 220,000 compounds, 1.2% hits; HeLa Luc-Wee1K328M stability, luciferase luminescence; 100% = proteasome inhibitor MG132 effect; reporter increase, % at 5 µM; AID 1321;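 active = activation above the mean of all tested compounds plus 3 SD, set per screening run, cut at about 8.8% in these data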;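 also: cells exposed to compound for 20 h before luminescence read; 0% = DMSO alone and 100% = MG132 at 30 µM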
PPC-1+TRAIL kill: kills PPC-1 cancer cells in the presence of TRAIL | AID 1443 | 220,000 compounds, 0.41% hits | PPC-1 cells + TRAIL, ATPLite viability luminescence | cell killing (% activity), % at 4 µM;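 active = cell killing above 50% in the first pass at 4 µM, then a duplicate retest at 5 µM averaging 50% or more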;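 also: plate controls were cells with TRAIL plus DMSO for no effect and medium-only wells lacking cells for full effect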
FXIIa inh: factor XIIa (human) inhibition. 220,000 compounds, 0.3% hits. P00748. purified FXIIa, Boc-QGR-AMC fluorogenic substrate, 2 h. inhibition, % at 5 µM; in the data active = inhibition above about 40%;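 also: 0% = enzyme with no compound and 100% = blank without enzyme; many of its hits are not listed in these tables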
Target sequence (P00748 20-372 limits assumed): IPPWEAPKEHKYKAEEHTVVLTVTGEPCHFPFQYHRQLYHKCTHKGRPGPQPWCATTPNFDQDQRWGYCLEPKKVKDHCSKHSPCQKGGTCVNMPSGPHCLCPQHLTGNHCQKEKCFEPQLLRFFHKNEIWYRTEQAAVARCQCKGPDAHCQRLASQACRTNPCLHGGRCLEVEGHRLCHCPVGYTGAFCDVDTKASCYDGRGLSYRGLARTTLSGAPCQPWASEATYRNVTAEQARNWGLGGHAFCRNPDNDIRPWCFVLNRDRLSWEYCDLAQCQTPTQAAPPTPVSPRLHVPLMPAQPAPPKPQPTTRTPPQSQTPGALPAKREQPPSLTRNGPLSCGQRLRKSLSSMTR
Target sequence (P00748 373-615 limits assumed): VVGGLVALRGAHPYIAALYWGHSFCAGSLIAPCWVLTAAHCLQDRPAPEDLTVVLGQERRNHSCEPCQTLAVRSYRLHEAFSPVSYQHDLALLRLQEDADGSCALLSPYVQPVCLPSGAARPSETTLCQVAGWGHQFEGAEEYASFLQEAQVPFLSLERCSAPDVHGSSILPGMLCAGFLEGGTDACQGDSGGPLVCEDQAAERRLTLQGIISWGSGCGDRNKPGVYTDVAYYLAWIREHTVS
FXIa inh 1536: blocks human coagulation factor XIa protease activity | P03951 | purified FXIa, Boc-Glu-Ala-Arg-AMC fluorogenic substrate | inhibition, % at 5 µM | 220,000 compounds, 0.14% hits | AID 798;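 active = inhibition of at least 40%; inactive = inhibition below 40%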;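 also: fluorescence of freed AMC excited at 355 nm; 0% = enzyme without compound and 100% = no enzyme blank; many of its hits are not listed in these tables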
zVAD death inh: L929 zVAD cell death inhibition | L929 zVAD necroptosis rescue, ATP luminescence, 24 h; with zVAD 60 µM | viability rescue, % at 10 µM | 220,000 compounds, 0.38% hits;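 active = activation, scaled between plate controls, above about 75%, limit read from the data; inactive = activation under that limit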;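 also: 0% = zVAD with DMSO and 100% = DMSO alone without zVAD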
Tb hexokinase: blocks Trypanosoma brucei hexokinase 1 activity; recombinant TbHK1, G6PDH-coupled NADH A340; inhibition, % at 10 µM; 220,000 compounds, 0.11% hits; AID 1430;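 active = inhibition of 50% or more in the single-dose primary screen; inactive = inhibition below 50%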
TNF necrop inh: inhibitors of TNF-alpha induced necroptosis in Jurkat FADD-/- cells | activation (protection from cell death), % at 10 µM | Jurkat FADD-/- TNF necroptosis rescue, ATP luminescence, 24 h; 0 = TNF only, 100 = no-TNF cells | 220,000 compounds, 0.068% hits | AID 463075;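 active = activation, meaning protection from cell death, of at least 50% relative to plate controls; inactive = activation below 50%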;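 also: necroptosis triggered by 40 ng/mL TNF-alpha added together with compound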
PGE2 EP2 inh: inhibitors of human EP2 prostaglandin E2 receptor; inhibition, % at 25 µM; P43116; 260,000 compounds, 0.52% hits; C6 glioma cells expressing human EP2, cAMP TR-FRET; cells stimulated with saturating PGE2; AID 1422;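 active = percent inhibition above 40 after rounding to a whole number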;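 also: rat C6 glioma host cells with rolipram phosphodiesterase inhibitor present; the protocol text gives 20 µM as final concentration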
Target sequence (P43116 whole entry, looked up): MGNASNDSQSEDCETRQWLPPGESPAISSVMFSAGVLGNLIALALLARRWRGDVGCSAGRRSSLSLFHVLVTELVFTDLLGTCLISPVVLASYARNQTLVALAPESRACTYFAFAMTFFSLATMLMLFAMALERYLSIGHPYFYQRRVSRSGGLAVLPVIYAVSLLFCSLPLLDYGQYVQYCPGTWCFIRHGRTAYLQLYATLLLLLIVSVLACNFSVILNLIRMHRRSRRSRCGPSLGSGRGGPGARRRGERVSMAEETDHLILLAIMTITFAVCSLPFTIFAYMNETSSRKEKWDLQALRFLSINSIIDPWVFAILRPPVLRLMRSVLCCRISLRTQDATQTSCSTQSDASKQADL
* hit, by the source's call; · = not tested or not shown; & = joins results of further samples; ! = repeats disagree. Not all compounds are listed; rates above refer to the full screens.

SMILES	CHOP inhibitor	Wee1 degr inh	PPC-1+TRAIL kill	FXIIa inh	FXIa inh 1536	zVAD death inh	Tb hexokinase	TNF necrop inh	PGE2 EP2 inh
O=C(N/N=C/C(Cl)=C/c1ccc([N+](=O)[O-])cc1)C(=O)Nc1cccc(C(=O)O)c1	11	-3	-6	3	1	1.9	-59	-3.1	23
CCOC(=O)c1ccc(NC(=O)c2ccc3c(c2)OCO3)cc1	26	0	18	11	-1	1.2	-1	-1.8	12
COC(=O)c1cn(-c2ccccc2)nc1-c1ccccc1	8	5	5	7	3	1.8	3	-0.4	13
CC1(C(=O)O)C=CC2(CCCCC2)N1C(=O)c1ccccc1 (stereo unspecified)	8	-3	8	5	-1	6.6	2	1.9	6
Cc1[nH]c2ccccc2c1/C=N/Nc1ccccn1	16	5	10	12	3	79*	-23	35	4
COc1cc(CC(NC(C)=O)C(=O)NC2CCN(c3nc(OC)nc(OC)n3)CC2)cc(OC)c1 (stereo unspecified)	0	-1	-3	7	-2	0.1	-6	3.2	9
CCOC(=O)c1c(-n2cnnn2)sc(C)c1C	-5	-1	-16	4	-6	0.3	6	-0.9	6
CC(=O)c1c(C(C)=O)c(C)n(NC(=O)c2ccncc2)c1C	11	0	3	22	7	-0.2	1	-0.2	16
COc1ccc(Nc2nc(N)nc(CSC(=S)N3CCN(C)CC3)n2)cc1	3	-1	18	9	-1	0.8	0	0.5	4
COc1cccc(Nc2cc(N3CCOCC3)c3nonc3c2[N+](=O)[O-])c1	0	0	38	11	7	-0.2	-9	-0.9	11

3 compounds out of the list above, arranged by their value in FXIa inh 1536, highest first:
SMILES,FXIa inh 1536
COc1cccc(Nc2cc(N3CCOCC3)c3nonc3c2[N+](=O)[O-])c1,7
O=C(N/N=C/C(Cl)=C/c1ccc([N+](=O)[O-])cc1)C(=O)Nc1cccc(C(=O)O)c1,1
CCOC(=O)c1ccc(NC(=O)c2ccc3c(c2)OCO3)cc1,-1

Other entries:
SMILES	CHOP inhibitor	Wee1 degr inh	PPC-1+TRAIL kill	FXIIa inh	FXIa inh 1536	zVAD death inh	Tb hexokinase	TNF necrop inh	PGE2 EP2 inh
COc1ccc(-n2nnc3c(SCC(=O)NCC4CCCO4)ncnc32)cc1 (stereo unspecified)	-54	-2	6	15	3	0.3	4	-5.6	·
CCn1nc(C)c(/C=N/NC(=S)Nc2ccc(Cl)cc2Cl)c1C	48	-1	-3	9	2	·	-24	-0.2	7
CCN(CC)S(=O)(=O)c1ccc(C(=O)C(C#N)c2ccccn2)cc1 (stereo unspecified)	-8	1	9	15	3	-0.6	-13	-0.1	6
CCOc1ccc(C(C)NC(=S)NC2CCCCC2)cc1OCC (stereo unspecified)	35	-2	-5	4	3	0.3	-2	1.9	2
C=CCn1c(-c2cc(OC)c(OC)c(OC)c2)n[nH]c1=S	2	-1	-3	9	9	2.5	3	1.2	5
COc1ccc(NC(=O)Cn2cnc3ccccc3c2=O)cc1OC	2	-1	-1	6	-2	0.7	1	0.2	1
COC(=O)c1c(NC(=S)NN2CCN(C)CC2)sc2c1CCC(C)C2 (stereo unspecified)	64	4	21	6	-2	0.4	-15	5.1	6
Cc1[nH]c2ccccc2c1CN1CCN(c2ccccn2)CC1	-32	0	-8	2	0	13	4	-18	10
O=C(NNC(=O)C1CC=CCC1C(=O)O)c1ccc(Cl)cc1 (stereo unspecified)	-4	-1	0	11	-14	2.9	-2	0.4	3
Clc1ccc(N=c2ssnc2Cl)cc1	20	2	-2	8	5	-0.1	4	-5.1	110*
COc1ccc2[nH]cc(C(=O)CNc3nc(C)cs3)c2c1	39	0	11	3	-1	0.4	2	1.1	9
COc1ccccc1OCCOc1ccc(/C=C2/C(=N)N3OC(C)=CC3=NC2=O)cc1OC	19	0	3	5	-2	0.3	-37	-3.2	8
O=C1C(c2ccncc2)N(CCC2=CCCCC2)C(=O)CN1C1CCCCC1 (stereo unspecified)	14	-2	-4	26	13	-0.2	-5	-3.2	13
O=C(Nc1cccnc1)c1ccco1	12	-1	-3	19	6	0.2	-2	0.4	-4
CCOC(=O)C1=C(C)NC(C)=C(C(=O)OCC)C1C(=O)O	-21	-3	-20	-6	-2	-0.4	-18	-1.6	6
Cn1c(CO)cnc1-c1ccccc1	-11	-1	11	11	5	0.5	-4	1.7	7
Nc1nc2ccccc2n1/N=C/c1ccc([N+](=O)[O-])s1	67	-1	48	9	1	28	31	-9.2	3
Cc1ccccc1-c1nnc(SCC(=O)Nc2cccc(C)c2C)o1	11	0	8	14	-1	0.2	3	-2.3	7
O=C(c1ccc(Cl)c(Cl)c1)c1cc(-c2ccccn2)c(N2CCOCC2)s1	26	-1	10	16	1	-0.1	-10	-5.2	11
Clc1nc(-c2n[nH]nc2Cl)n[nH]1	8	2	14	6	-11	2.5	-1	0.6	14

Taken from the listing, 14 compounds:
SMILES	CHOP inhibitor	Wee1 degr inh	PPC-1+TRAIL kill	FXIIa inh	FXIa inh 1536	zVAD death inh	Tb hexokinase	TNF necrop inh	PGE2 EP2 inh
COC(=O)c1c(NC(=S)NN2CCN(C)CC2)sc2c1CCC(C)C2 (stereo unspecified)	64	4	21	6	-2	0.4	-15	5.1	6
Cc1[nH]c2ccccc2c1CN1CCN(c2ccccn2)CC1	-32	0	-8	2	0	13	4	-18	10
O=C(NNC(=O)C1CC=CCC1C(=O)O)c1ccc(Cl)cc1 (stereo unspecified)	-4	-1	0	11	-14	2.9	-2	0.4	3
Clc1ccc(N=c2ssnc2Cl)cc1	20	2	-2	8	5	-0.1	4	-5.1	110*
COc1ccc2[nH]cc(C(=O)CNc3nc(C)cs3)c2c1	39	0	11	3	-1	0.4	2	1.1	9
COc1ccccc1OCCOc1ccc(/C=C2/C(=N)N3OC(C)=CC3=NC2=O)cc1OC	19	0	3	5	-2	0.3	-37	-3.2	8
O=C1C(c2ccncc2)N(CCC2=CCCCC2)C(=O)CN1C1CCCCC1 (stereo unspecified)	14	-2	-4	26	13	-0.2	-5	-3.2	13
O=C(Nc1cccnc1)c1ccco1	12	-1	-3	19	6	0.2	-2	0.4	-4
CCOC(=O)C1=C(C)NC(C)=C(C(=O)OCC)C1C(=O)O	-21	-3	-20	-6	-2	-0.4	-18	-1.6	6
Cn1c(CO)cnc1-c1ccccc1	-11	-1	11	11	5	0.5	-4	1.7	7
Nc1nc2ccccc2n1/N=C/c1ccc([N+](=O)[O-])s1	67	-1	48	9	1	28	31	-9.2	3
Cc1ccccc1-c1nnc(SCC(=O)Nc2cccc(C)c2C)o1	11	0	8	14	-1	0.2	3	-2.3	7
O=C(c1ccc(Cl)c(Cl)c1)c1cc(-c2ccccn2)c(N2CCOCC2)s1	26	-1	10	16	1	-0.1	-10	-5.2	11
Clc1nc(-c2n[nH]nc2Cl)n[nH]1	8	2	14	6	-11	2.5	-1	0.6	14

Next section
SMILES	CHOP inhibitor	Wee1 degr inh	PPC-1+TRAIL kill	FXIIa inh	FXIa inh 1536	zVAD death inh	Tb hexokinase	TNF necrop inh	PGE2 EP2 inh
NC1=NC(c2cccc(O)c2)n2c(nc3ccccc32)N1 (stereo unspecified)	17	-4	9	-40	-9	0.7	0	-0.1	4
CCCCSc1nnc(-c2ccc(OC)cc2)n1C	-1	-2	25	21	15	0.5	1	0.8	9
Cc1ccc(C)c2[nH]c(=O)c(CN(CC3CCCO3)C(=O)NC3CCCCC3)cc12 (stereo unspecified)	21	-2	-4	12	8	0.5	-12	2.4	7
COc1cc(/C=C2/NC(=O)N(Cc3ccccc3F)C2=O)ccc1Oc1ccc([N+](=O)[O-])cn1	0	-1	4	15	7	0.7	21	2.3	15
Cc1ccc(C)c(NC(=O)CCCCCCCCCCC2COCCO2)c1 (stereo unspecified)	52	-2	9	1	-7	1.6	-9	3.8	7
CCOC(=O)c1cnn(-c2ccccc2)c1NC(=O)CN1CCOCC1	-25	5	17	10	5	0.0	-6	3.6	8
O=S(=O)(c1ccc(N2CCCC2)nc1)N1CCOCC1	66	5	-3	17	4	0.9	-5	-0.9	15
COc1ccc2cc(S(=O)(=O)N3CCCCC3)ccc2c1S(=O)(=O)N1CCCCC1	15	-2	22	2	-1	0.5	5	-3.9	10
COC(=O)c1cc(-n2cccc2)ccc1N1CCOCC1	6	1	0	2	-12	0.6	-12	-0.7	16
COc1ccc(S(=O)(=O)N2CCN(C3CCCCCCC3)CC2)cc1	74*!	-1&-1	1&-8	-2&8	7&0	2.7&-1.4	1&8	0.9&1.1	16&5
CC(=O)c1ccc(NC(=S)Nc2cccc(Cl)c2C)cc1	13	-4	24	10	2	2.3	0	-1.6	9
CCn1c(C)c(CCC(=O)O)c(=O)n2nc(-c3ccccc3OC)cc12	-20	1	4	13	4	0.7	-7	-0.1	5
N=c1ccn(Cc2ccc(Cl)cc2)cc1	4	1	5	3	-2	-0.5	-2	-13	14
Cc1ccc(S(=O)(=O)c2cccc(S(=O)(=O)N3CCCC3)c2)cc1S(=O)(=O)N1CCCC1	24	-2	6	3	1	-2.5	-2	-9.4	5
CCOc1ncccc1C(=O)Nc1cccc(C(=O)Nc2cccc(S(=O)(=O)CCO)c2)c1	22	3	2	6	2	1.3	6	-7.6	10
CCCS(=O)(=O)N1CCC(C(=O)NCCc2ccc(OC)c(OC)c2)CC1	-10	0	16	6	-1	0.5	-5	1.1	-1
Cc1ccn2cc(C(=O)Nc3ccccc3N3CCOCC3)nc2c1	-8	3	3	18	7	0.2	-5	-1.6	8
Cc1ccc(SCC(=O)Nc2ccc(N3CCOCC3)cc2)cc1	6	-2	13	6	-3	2.0	-10	2.7	12
O=C(c1ccc(S(=O)(=O)N2CCCCC2)cc1)N(c1ccccn1)C1CCCCC1	12	-1	8	6	0	0.5	-2	0.1	6
Cc1nc(N/N=C/c2ccccc2)nc(N(C)c2ccccc2)c1[N+](=O)[O-]	35	0	9	10	2	0.0	-11	-1.4	6
CCC(Sc1nnc(-c2ccc(C)c(Cl)c2)n1CC)C(=O)Nc1nccs1 (stereo unspecified)	48	3	10	0	0	1.1	-1	-3.9	8
CC(C)=CCC(C)(C)C1OCCN1C(=O)c1ccccc1 (stereo unspecified)	33	2	14	4	-7	0.5	-2	4.1	10
COCCNc1nc(SCC(=O)N2CCN(c3ccccc3OC)CC2)nc2ccccc12	-29	-4	10	24	12	0.1	-7	-4.7	·
CNC(=O)COC(=O)/C=C/c1ccc(F)cc1	23	0	18	7	-3	0.4	4	0.1	6
Cc1onc(C(=O)NC(C)c2ccccc2)c1[N+](=O)[O-] (stereo unspecified)	18	-2	20	3	-4	0.4	-2	0.1	4
CCCCNC(=O)CCNS(=O)(=O)c1ccc(Br)cc1	15	-3	-9	12	10	-0.1	3	0.0	1
COc1ccc(C(=O)Nc2cc(C(F)(F)F)ccc2-n2cnc3ccccc32)cc1	17	-4	-1	0	4	0.3	1	3.2	6
O=c1n(S(=O)(=O)c2cccc3cccnc23)c2ccccc2n1S(=O)(=O)c1cccc2cccnc12	31	0	-22	2	2	-0.7	-9	-0.8	10
CCOc1cccc2cc(C(=O)N3CCc4ccccc4C3)c(=O)oc12	-5	-2	0	8	3	0.1	-8	-2.0	5
Cc1ccc(C(=O)Nc2ccc(N3CCN(S(C)(=O)=O)CC3)cc2)cc1	44	1	9	10	13	0.1	-13	-1.6	10
Nc1nc(SCC(=O)NCCC(c2ccccc2)c2ccccc2)n[nH]1	8	0	37	5	0	0.0	4	-4.3	14
CSc1nc2sc3c(c2c2nncn12)CCC3	23	-2	20	10	4	·	-21	-6.7	9
